Assay outcomes as filed in PubChem.
NPY-Y2 PAM-ag: NPY-Y2 potentiators or agonists, primary screen, cell-based; Neuropeptide Y receptor type 2 (Homo sapiens), P49146; cells expressing NPY-Y2, potentiator/agonist read-out; activation, % at 3.6 µM; hit rate 0.45% among 220,000; AID 1359, 2008; in the data active = activation above about 27%;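 also: cells stimulated with NPY near EC25 plus isoproterenol at EC100; 0% = vehicle plus submaximal agonist and 100% = vehicle plus saturating agonist; some results beyond the cut were filed as inactive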
S1P4 antag: S1P4 receptor antagonists, primary screen, cell-based. Sphingosine 1-phosphate receptor 4 (Homo sapiens), O95977. S1P4-expressing cells, antagonist mode, reporter read-out. inhibition, % at 4.98 µM. hit rate 0.26% among 220,000. AID 1510, 2009; in the data active = inhibition above about 29%;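 also: 0% = wells stimulated with agonist and 100% = vehicle wells without agonist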
eIF4E-4G inh: eIF4E–eIF4G protein interaction inhibitors, primary screen, biochemical, uHTS, TR-FRET, eIF4GI fragment; Eukaryotic translation initiation factor 4E (Mus musculus) + Eukaryotic translation …; TR-FRET eIF4E-eIF4GI(517-606) binding, 2 h; inhibition, % at 21.7 µM; hit rate 0.37% among 220,000; AID 782, 2007;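 active = inhibition above about 30%, limit read from the data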;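 also: 0% = full FRET control wells and 100% = background wells lacking eIF4GI fragment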
PERK inhibitor: block of dimerizer-induced PERK translation repression, primary screen, PERK inhibitor project, CHO PERK-DD cells, SEAP luminescence, HTS; hit rate 0.17% among 220,000; CHO PERK-DD fusion, SEAP luminescence translation reporter; inhibition, % at 5.6 µM; AID 1416, 2008;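 active = inhibition above the mean inhibition of all tested compounds plus 3 SD, set separately per screening campaign, cut at about 2.9% in these data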;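 also: PERK kinase domain activated by AP20187 dimerizer at 100 nM; 0% = DMSO with dimerizer and 100% = rapamycin at 8.4 µM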
Target sequence (Q9NZJ5 whole entry, looked up, the tested form may be a part): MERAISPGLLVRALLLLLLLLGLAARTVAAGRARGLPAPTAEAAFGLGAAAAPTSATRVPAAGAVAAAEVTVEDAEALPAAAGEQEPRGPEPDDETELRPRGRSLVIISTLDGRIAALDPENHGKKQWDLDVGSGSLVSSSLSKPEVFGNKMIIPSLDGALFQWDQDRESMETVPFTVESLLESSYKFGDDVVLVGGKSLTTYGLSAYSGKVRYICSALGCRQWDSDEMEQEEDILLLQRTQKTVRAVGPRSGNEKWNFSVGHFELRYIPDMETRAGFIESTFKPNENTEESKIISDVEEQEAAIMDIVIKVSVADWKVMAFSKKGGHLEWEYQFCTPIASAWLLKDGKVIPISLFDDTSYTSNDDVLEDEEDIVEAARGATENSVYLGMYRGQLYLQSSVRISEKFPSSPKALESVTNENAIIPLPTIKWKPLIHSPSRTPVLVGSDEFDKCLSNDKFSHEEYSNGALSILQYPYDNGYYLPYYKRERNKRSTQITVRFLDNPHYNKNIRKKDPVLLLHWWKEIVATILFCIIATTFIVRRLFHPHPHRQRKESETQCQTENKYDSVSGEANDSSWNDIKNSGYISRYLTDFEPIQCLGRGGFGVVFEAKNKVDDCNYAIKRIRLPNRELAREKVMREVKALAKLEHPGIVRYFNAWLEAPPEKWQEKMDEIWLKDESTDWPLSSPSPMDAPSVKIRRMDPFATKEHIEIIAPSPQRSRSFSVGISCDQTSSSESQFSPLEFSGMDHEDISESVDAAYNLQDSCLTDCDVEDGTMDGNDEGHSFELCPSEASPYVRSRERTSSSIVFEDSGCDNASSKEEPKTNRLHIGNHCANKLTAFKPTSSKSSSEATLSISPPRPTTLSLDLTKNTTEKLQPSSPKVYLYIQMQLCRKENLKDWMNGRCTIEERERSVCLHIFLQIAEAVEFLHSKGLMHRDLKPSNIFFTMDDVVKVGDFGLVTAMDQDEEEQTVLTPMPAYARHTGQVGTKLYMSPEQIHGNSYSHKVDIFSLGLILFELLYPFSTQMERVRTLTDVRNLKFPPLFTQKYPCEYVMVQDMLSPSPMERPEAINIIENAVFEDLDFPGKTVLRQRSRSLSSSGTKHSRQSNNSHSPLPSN
MDM2 E3 inh: MDM2-luciferase reporter signal enhancers, primary screen, MDM2 E3 ligase inhibitor project, cell-based, luminescence, 1536-well | hit rate 0.11% among 210,000 | signal enhancement, % at 5 µM | cell-based MDM2 ubiquitination luciferase reporter, 2 h; 0 = plate control, 100 = twice control, blank-subtracted | E3 ubiquitin-protein ligase Mdm2 (Homo sapiens), Q00987;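 active = signal enhancement of 30% or more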;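 also: luminescence tracks abundance of the self-degrading MDM2-luciferase fusion protein; higher signal means inhibition of MDM2 E3 ligase activity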
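test system = mammalian cells stably expressing self-ubiquitinating, self-degrading MDM2 E3–luciferase fusion | quantity = 2000 cells/well | incubation = cell settling 4 h, compound treatment 2 h, both 37 °C | signal = luminescence with SteadyLite reagent, 15 min at room temperature | evaluation = % enhancement relative to plate controls after blank subtraction | benchmarks = plate controls and plate blanks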
BaF3 parental: parental Ba/F3 cell viability inhibition, counter-screen for JAK2V617F inhibitor project, murine pro-B, CellTiter-Glo luminescence | CellTiter-Glo ATP luminescence | inhibition, % at 5.6 µM | hit rate 1.1% among 220,000 | AID 1486, 2009;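 active = inhibition above a per-campaign cutoff, the mean inhibition of all tested compounds plus 3 SD, cut at about 27% in these data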;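 also: 0% = DMSO wells and 100% = JAK Inhibitor I control wells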
S1P4 agonist: S1P4 receptor agonists, primary screen, cell-based. S1P4-expressing cell line, agonist reporter assay. AID 1509, 2009. activation, % at 4.98 µM. Sphingosine 1-phosphate receptor 4 (Homo sapiens), O95977. hit rate 0.35% among 220,000; in the data active = activation above about 11%;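 also: 0% = DMSO vehicle and 100% = reference agonist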
Wee1 degr inh: Wee1 degradation inhibitors, primary screen, cell-based, HeLa, Wee1K328M-luciferase, luminescence | Wee1-like protein kinase (Homo sapiens), P30291 | HeLa Luc-Wee1K328M stability; 100% = proteasome inhibitor MG132 effect | reporter increase, % at 5 µM | hit rate 1.2% among 220,000 | AID 1321, 2008;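 active = activation above the mean of all tested compounds plus 3 SD, set per screening run, cut at about 8.8% in these data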;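 also: cells exposed to compound for 20 h before luminescence read; 0% = DMSO alone and 100% = MG132 at 30 µM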
Ba/F3 V617F tox: reduced viability of JAK2V617F-dependent Ba/F3 cells, primary screen, JAK2V617F inhibitor project, cell-based, Ba/F3 EpoR-JAK2V617F, luminescence; ATP luminescence; inhibition, % at 5.6 µM; hit rate 1.1% among 220,000; AID 1446, 2008;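 active = inhibition above the campaign mean plus 3 SD over all tested compounds, cut at about 24% in these data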;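 also: cytokine-independent growth of Ba/F3 cells driven by EpoR plus mutant JAK2; 0% = DMSO-treated cells and 100% = JAK inhibitor I control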
Active calls of the source: *; · = not tested or not shown; [ ] = another dose, or the depositor's remark.

Every second line gives: NPY-Y2 PAM-ag	S1P4 antag	eIF4E-4G inh	PERK inhibitor	MDM2 E3 inh	BaF3 parental	S1P4 agonist	Wee1 degr inh	Ba/F3 V617F tox
O=C(Nc1cccc(-c2cn3c(n2)SCC3)c1)c1ccc2c(c1)OCO2
  -2	-3	-5	-0.8	-12	2	-0.8	3	0
Cc1cc(C)nc(NC(=NCCc2c[nH]c3ccccc23)NC(=O)Nc2ccc(Cl)c(Cl)c2)n1
  -7	-13	-7[fluorescence artefact?]	-0.1	0	5	1.4	2	1
O=c1cc(N2CCc3ccccc3C2)[nH]c(=O)n1C1CCCCC1
  -15	-7	0	-0.7	-9	2	1.2	1	2
Cc1cc(C)c(NC(=O)c2ccc[n+](Cc3ccc([N+](=O)[O-])cc3)c2)c(C)c1
  -5	-8	4[fluorescence artefact?]	0.4	-8	0	-0.1	3	-2
CC[N+](CC)(CC=C(C)C)CC(=O)OC
  4	-5	3	0.7	-6	4	1.4	2	1
COc1ccc(OCCCc2c(C)n[nH]c2C)cc1
  10	-6	9	0.8	27	3	0.9	-2	-3
C=CCNC(=S)N/N=C/c1ccc(N(CC)Cc2ccccc2)cc1
  1	-22	20	-0.4	5	1	2.6	2	-2
Cc1ccc2c(c1)N(CC(=O)Nc1ccc3c(c1)OCCO3)C(=O)CO2
  4	-15	-1	0.1	3	1	0.1	-3	1
Cc1cc(NC(=O)C(=O)NCCN2CCN(C(=O)c3cccs3)CC2)ccc1Br
  6	-18	-2	-0.7	16	4	0.7	0	-1
CCOC(=O)c1sc(NC(=O)CN2C(=O)NC3(CCCCCCC3)C2=O)c(C(=O)OCC)c1C
  102*	-6	-6	0.4	·	2	-0.2	-2	-3
C=CCc1cccc(CNc2nc3ccccc3n2C(C)C)c1O
  19	15	5	-0.9	-12	5	-1.2	-1	4
COc1ccc(/C=C/C(=O)O)cc1S(=O)(=O)N1CCC(Cc2ccccc2)CC1
  2	-2	2	0.2	-86	-2	1.8	-2	1
COc1ccc(Cc2nnc(N)s2)cc1OC
  11	6	-7[fluorescence artefact?]	2.0	-3	4	-1.4	0	-4
Cc1cccc(C(=O)NC(=S)NNC(=O)COc2c(C)cccc2C)c1
  1	5	-1	1.8	-7	0	2.1	-2	-3
C=CCNC(=O)c1ccccc1NC(=O)c1ccc(Cl)c(S(=O)(=O)Nc2cc(C)ccc2C)c1
  -13	-35	-4	-0.9	13	3	0.4	3	4
CN=C1SC(CC(=O)Nc2ccc(F)cc2F)C(=O)N1/N=C(\C)c1cccc(OCC(=O)O)c1 (centres undefined)
  6	7	3	-0.7	-12	-1	1.2	0	1
COc1cc(NC(=O)c2cccnc2Sc2ccc(C)c(C)c2)cc(OC)c1OC
  4	-14	5	-0.1	-10	5	0.2	-1	2
O=C(NC1CC1)c1cc(Cl)ccc1[N+](=O)[O-]
  -37	-6	0	0.0	21	1	0.7	0	1
CC1CCN(C(=O)c2ccccc2NC(=O)c2cccc(S(=O)(=O)N3CCOCC3)c2)CC1
  9	1	3	-1.0	-7	5	-0.7	1	4
Cc1ccc(C)c(C(=O)COC(=O)c2cc([N+](=O)[O-])ccc2NCCO)c1
  11	-5	3	-0.7	-23	6	0.4	-2	2
Cc1ccc(-c2nnc(Nc3ccccc3)o2)cc1
  -5	6	10	1.2	-93	3	0.5	-4	-2
COC(=O)c1cc2c(ccn2-c2ccc(F)cc2)n1Cc1ccc(OC(C)=O)cc1
  1	6	0[fluorescence artefact?]	0.4	-12	6	-2.5	3	2
COC(=O)CCc1c(C)c(C#N)c2nc3ccccc3n2c1N1CCCC1
  1	-12	·	-1.2	-10	3	-0.6	8	-1
CC1(C)CC(Nc2ccc(C(F)(F)F)cc2[N+](=O)[O-])CC(C)(C)N1
  20	-17	-3	0.4	-3	4	-1.9	-3	1
CCCCC(=O)Nc1nnn(CCC)n1
  -7	-18	-3	0.6	-9	0	-1.3	0	2
CCCc1nnc(SCC(=O)Nc2ccc(OCC)cc2)n1N
  0	-11	2	0.6	-15	3	0.5	2	3
CC(Sc1nncn1C)C(=O)Nc1ccc(S(N)(=O)=O)cc1 (centres undefined)
  4	11	3	1.7	-13	-5	0.4	0	-3
COC(=O)CSc1nnc(CSc2nc(C)cc(C)n2)n1Cc1ccco1
  3	-18	0	1.0	-14	2	0.0	1	-6
CCOc1ccc(C(Nc2ccc(C)cc2)P2(=O)OCC(C)(C)CO2)cc1 (centres undefined)
  -8	-48	-7[fluorescence artefact?]	-0.2	-2	5	0.1	0	-1
CCCCN(c1ccccc1)c1ncnc2nc[nH]c12
  12	-5	-6	0.3	-8	-1	0.2	-3	-4

Two of the compounds above, as labelled records:
> COC(=O)c1cc2c(ccn2-c2ccc(F)cc2)n1Cc1ccc(OC(C)=O)cc1
  NPY-Y2 PAM-ag = 1
  S1P4 antag = 6
  eIF4E-4G inh = 0[fluorescence artefact?]
  PERK inhibitor = 0.4
  MDM2 E3 inh = -12
  BaF3 parental = 6
  S1P4 agonist = -2.5
  Wee1 degr inh = 3
  Ba/F3 V617F tox = 2

> COC(=O)CCc1c(C)c(C#N)c2nc3ccccc3n2c1N1CCCC1
  NPY-Y2 PAM-ag = 1
  S1P4 antag = -12
  eIF4E-4G inh = ·
  PERK inhibitor = -1.2
  MDM2 E3 inh = -10
  BaF3 parental = 3
  S1P4 agonist = -0.6
  Wee1 degr inh = 8
  Ba/F3 V617F tox = -1

(more compounds)
Every second line gives: NPY-Y2 PAM-ag	S1P4 antag	eIF4E-4G inh	PERK inhibitor	MDM2 E3 inh	BaF3 parental	S1P4 agonist	Wee1 degr inh	Ba/F3 V617F tox
N#Cc1c2n(c3c(=O)n(Cc4ccccc4Cl)cnc13)CCCC2
  -1	10	0	-1.2	0	-1	-1.1	1	-5
CNc1ncc(C(=O)c2ccccc2)s1
  9	-1	2[fluorescence artefact?]	1.7	-12	3	-1.7	2	-2
COc1ccc(C2CC(c3ccccc3OC(C)=O)=NN2C(=O)/C=C/c2ccccc2)cc1OC (centres undefined)
  -5	-18	2	-0.6	-2	6	3.5	-3	-1
Cc1cc(C)n(CCc2nc(-c3ccco3)cs2)n1
  9	11	2	0.4	-21	-1	-1.6	2	-6
COC(=O)N/N=C/c1cc(N=Nc2ccccc2Cl)ccc1O
  10	-18	5	0.1	-1	-5	0.5	1	1
O=S(=O)(c1cccc(NC(=S)Nc2ccc(Br)cc2Cl)c1)N1CCOCC1
  -19	8	-4	-0.5	-13	4	0.0	5	1
CCn1c(Cn2nnc(-c3ccccc3)n2)nnc1SCC(=O)N1CCOCC1
  14	14	-13	0.7	-8	1	3.4	3	-1
COc1ccc(NC(=O)Cc2ccc(C)c(C)c2)cc1Cl
  -3	8	-2	0.7	-24	1	-0.4	0	-1
O=C(NC1CCCC1)C(c1ccccn1)N(C(=O)c1csnn1)C1CCCC1 (centres undefined)
  -11	-17	4	-1.1	-2	5	2.9	-1	1
O=C(Nc1ccccc1C(=O)N1CCOCC1)c1ccc([N+](=O)[O-])cc1
  -14	-4	-4	0.4	-7	5	0.9	-1	0
O=C(CSc1ccc(F)cc1)NC1CCCCC1
  6	-20	1	0.6	-17	0	1.7	12*	-4
C=CCn1c(O)c(N=NC(=O)CNC(=O)/C=C/c2ccco2)c2ccccc21
  0	0	3[fluorescence artefact?]	0.6	8	5	0.1	4	0
COc1ccc(-n2ncc(N(C)n3cccc3)c(Cl)c2=O)cc1
  0	-6	3	0.1	-30	2	-0.3	3	1
S=C(NCc1cccs1)Nc1ccc(Cl)cc1
  0	-16	3	1.1	22	0	2.6	1	-3
COc1ccc(Cl)cc1NC(=O)Cn1c(NCCO)nc2ccccc21
  0	-2	0	-0.3	-8	4	2.1	-1	0
CCOc1c(OC)cccc1C1CC(=O)Nc2cc3c(cc21)OCCO3 (centres undefined)
  12	-25	2	0.5	-5	5	1.4	1	0
S=C(c1ccc(Br)cc1)N1CCN(Cc2ccccc2)CC1
  6	11	-10	-0.5	-13	5	-0.4	-2	-1
CCOC(=O)N1CCC(Nc2ncnc3c2cnn3-c2ccc(C)cc2C)CC1
  26	-21	2	-0.5	-22	3	5.4	-2	-2
Cc1ccc(S(=O)(=O)NC(N)=NCCc2ccc(Cl)cc2)cc1
  -6	-13	-17	0.8	6	10	-0.2	-4	6
O=C(NC1=NCCS1)c1ccc(Cl)c(S(=O)(=O)N2CCOCC2)c1
  -3	-9	1	0.6	1	4	0.5	-3	4
Cc1nn(C)cc1C(=O)Nc1cc(Oc2ccc(Cl)cc2)cc([N+](=O)[O-])c1
  2	-27	4	0.8	-7	5	0.4	1	2
O=C(O)CC1SC(N/N=C/c2ccc(Br)cc2)NC1=O (centres undefined)
  -15	-3	0	0.1	3	4	2.0	-4	-4
Cc1cc(-c2c(C(=O)N3CCOCC3)c(C)nn2-c2cccc(C(F)(F)F)c2)no1
  6	2	-5	0.1	-7	-1	0.8	3	2
COc1ccc(Cl)cc1NC(=O)CN(C)CC(=O)Nc1ccccc1C(F)(F)F
  -5	11	-1	0.0	5	10	0.4	-1	5
CCOc1ccc(NC(=O)Nc2cc(C)on2)cc1
  -10	19	2	0.0	-6	3	-0.4	2	2
COc1ccccc1N1CCN(S(=O)(=O)c2cccc(F)c2)CC1
  10	-11	-5	0.3	-5	2	0.3	3	-4
CCOC(=O)c1cnc(-c2ccccc2)nc1N1CC(C)OC(C)C1 (centres undefined)
  -4	16	0	1.0	-9	0	-1.6	2	-2
Cc1cc2c(c(=O)o1)C(CCC1CCCCC1)C(C#N)=C(N)O2 (centres undefined)
  -1	9	2	0.6	0	1	-0.8	4	4

This is a random part of the collection. About 4.1% of those tested had a hit in this group.
